CCR6 antag: CCR6 receptor antagonists, primary screen, cell-based, CHO-K1, luminescence, beta-arrestin, uHTS | C-C chemokine receptor type 6 (Homo sapiens), P51684 | CHO-K1 CCR6 PathHunter beta-arrestin, CCL20-stimulated | inhibition, % at 20 µM | 340,000 tested, 0.49% active | AID 493098, 2011;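 active means compounds whose inhibition of the agonist-driven luminescence signal at 20 µM reaches about 50%, limit read from the data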;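 further: cells stimulated with CCL20 at 14 nM final; plate controls were DMSO with CCL20 for no effect and DMSO without agonist for full effect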
Target sequence (P51684 whole entry, looked up): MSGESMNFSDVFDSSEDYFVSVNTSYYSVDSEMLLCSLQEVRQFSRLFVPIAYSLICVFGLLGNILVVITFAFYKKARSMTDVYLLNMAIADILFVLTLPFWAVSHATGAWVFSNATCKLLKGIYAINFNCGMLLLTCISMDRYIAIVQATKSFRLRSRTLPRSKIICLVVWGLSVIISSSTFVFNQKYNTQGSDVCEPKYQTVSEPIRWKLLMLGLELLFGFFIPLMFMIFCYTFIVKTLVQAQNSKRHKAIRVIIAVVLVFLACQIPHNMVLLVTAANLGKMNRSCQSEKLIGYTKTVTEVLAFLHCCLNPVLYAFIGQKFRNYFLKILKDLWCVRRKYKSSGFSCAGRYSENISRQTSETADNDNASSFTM
UBC13 inh: UBC13 polyubiquitin chain formation inhibitors, primary screen, biochemical, TR-FRET, uHTS; inhibition, % at 20 µM; 330,000 tested, 0.47% active; AID 485273, 2010; in the data active means inhibition above about 45%, passing the limit was not always enough
EBI2 block: EBI2 receptor antagonists, beta-arrestin recruitment, primary screen, cell-based, luminescence, 7a,25-OHC stimulation, uHTS; G-protein coupled receptor 183 (Homo sapiens), P32249; 7a,25-OHC stimulated; inhibition, % at 5 µM; 360,000 tested, 0.81% active; in the data active means inhibition above about 38%;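 further: enzyme fragment complementation signal reports receptor beta-arrestin coupling in cells; 0% = agonist plus DMSO wells and 100% = wells without agonist; some results beyond the cut were filed as inactive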
Target sequence (P32249 whole entry, looked up, the tested form may be a part): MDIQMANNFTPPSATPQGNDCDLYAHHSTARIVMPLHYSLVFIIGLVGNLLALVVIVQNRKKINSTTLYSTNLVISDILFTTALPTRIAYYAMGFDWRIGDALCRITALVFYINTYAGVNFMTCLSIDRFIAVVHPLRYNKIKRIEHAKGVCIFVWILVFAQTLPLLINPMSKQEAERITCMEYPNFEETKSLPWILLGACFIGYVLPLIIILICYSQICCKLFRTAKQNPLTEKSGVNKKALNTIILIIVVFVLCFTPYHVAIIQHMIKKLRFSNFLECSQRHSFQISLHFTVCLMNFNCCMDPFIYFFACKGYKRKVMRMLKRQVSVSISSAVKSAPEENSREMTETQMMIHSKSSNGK
APJ antag: antagonists of human apelin receptor APJ, primary screen, CHO-K1 cells, beta-arrestin complementation, luminescence; P35414; inhibition, % at 20 µM; 330,000 tested, 0.32% active; AID 2521, 2010;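 active means inhibition above about 40% at 20 µM, limit read from the data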;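 further: cells challenged with 10 nM apelin-13 agonist together with compound; plate controls were apelin-13 plus DMSO wells for no effect and DMSO wells lacking apelin-13 for full effect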
697 NFkB inh: inhibitors of PMA/ionomycin-induced NF-kB reporter, 697 cells, primary screen, B-cell NF-kB inhibitor project, cell-based, luminescence, uHTS. inhibition, % at 4 µM. AID 435022, 2010. 330,000 tested, 0.33% active. 697 B-cell NF-kB luciferase reporter, 16 h; in the data active means inhibition above about 35%
Gli-Sufu block: Gli-Sufu pathway antagonists, primary screen, luciferase luminescence, Sufu-KO-LIGHT cells, uHTS; Sufu-KO-LIGHT fibroblasts, Gli luciferase reporter luminescence; AID 588413, 2011; inhibition, % at 5 µM; 340,000 tested, 0.74% active;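 active means inhibition above about 55%, limit read from the data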;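 further: 0% = DMSO-treated cells and 100% = wells with medium but no cells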
CXCR6 inh: CXCR6 receptor inhibitors, primary screen, cell-based, beta-arrestin, luminescence, CHO-K1 PathHunter, 1536-well. 360,000 tested, 0.36% active. inhibition, % at 20 µM. AID 602244, 2012. C-X-C chemokine receptor type 6 (Homo sapiens), O00574; in the data active means inhibition above about 34%, passing the limit was not always enough;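 further: antagonist mode with CXCL16 agonist at 10 nM final; 0% = 10 nM CXCL16 with DMSO and 100% = unstimulated wells without agonist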
Target sequence (O00574 whole entry, looked up): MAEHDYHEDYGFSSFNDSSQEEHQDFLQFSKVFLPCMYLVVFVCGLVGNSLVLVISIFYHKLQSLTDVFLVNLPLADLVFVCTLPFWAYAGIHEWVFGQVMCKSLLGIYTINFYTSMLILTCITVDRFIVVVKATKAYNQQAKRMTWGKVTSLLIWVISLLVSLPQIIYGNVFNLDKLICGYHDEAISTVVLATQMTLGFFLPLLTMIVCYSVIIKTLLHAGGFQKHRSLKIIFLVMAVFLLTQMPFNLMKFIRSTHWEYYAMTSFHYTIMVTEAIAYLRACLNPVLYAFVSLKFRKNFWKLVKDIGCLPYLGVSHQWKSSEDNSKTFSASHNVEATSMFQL
Jurkat NFkB inh: inhibitors of induced NF-kB luciferase reporter, primary screen, TCR NF-kB activation inhibitor project, cell-based, luminescence, uHTS | Jurkat, PMA/ionomycin-induced NF-kB luciferase reporter | inhibition, % at 4 µM | 330,000 tested, 0.53% active | AID 435003, 2010; in the data active means inhibition above about 50%
Starred values were filed as active, the others as inactive; . = not tested or not shown. The order is random, and some 3% of all compounds hit somewhere here.

Short keys: A = CCR6 antag; B = UBC13 inh; C = EBI2 block; D = APJ antag; E = 697 NFkB inh; F = Gli-Sufu block; G = CXCR6 inh; H = Jurkat NFkB inh
COC(=O)c1[nH]c2ccc(F)cc2c1NC(=O)Nc1ccc(OC)cc1
  A: 14 | B: -9 | C: -17 | D: 22 | E: 11 | F: 2 | G: -8 | H: 6
CC(CC(=O)N1CCN(S(=O)(=O)c2ccc(Cl)cc2)CC1)n1cncn1 (stereo unspecified)
  A: -7 | B: 7 | C: -9 | D: 11 | E: 7 | F: -15 | G: -4 | H: 6
CC1=NOC(=O)/C1=C/c1ccc(O)c(Br)c1
  A: 33 | B: -230 | C: -29 | D: 26 | E: 7 | F: 13 | G: 9 | H: -4
CN(C)S(=O)(=O)c1ccc(NC(=O)c2ccncc2)cc1
  A: -1 | B: 7 | C: 7 | D: 3 | E: 13 | F: -5 | G: 2 | H: 2
Cc1ccc(S(=O)(=O)c2cc3c(=O)n4ccccc4nc3n(Cc3ccco3)c2=N)cc1C
  A: 8 | B: 10 | C: . | D: 20 | E: 40* | F: -9 | G: . | H: 22
CCN1CCCC1CNC(=O)Cn1cnc2ccc(S(=O)(=O)N3CCC(C)CC3)cc2c1=O (stereo unspecified)
  A: -2 | B: 1 | C: 2 | D: 16 | E: -33 | F: 4 | G: 2 | H: -19
O=C(COC(=O)[C@@H]1CC(O)CN1S(=O)(=O)c1ccc2c(c1)OCCO2)Nc1cc(F)ccc1F (stereo partly specified)
  A: -5 | B: 24 | C: -4 | D: -1 | E: 14 | F: 5 | G: -10 | H: 2
CCN(C(=O)CSc1nc(C)nc2sc(C)c(C)c12)c1ccc(F)cc1
  A: 2 | B: 7 | C: 12 | D: 23 | E: -6 | F: 2 | G: 12 | H: -2
COC(=O)c1ccccc1NC(=O)CN(Cc1ccccc1)S(C)(=O)=O
  A: 15 | B: 7 | C: 7 | D: 2 | E: 0 | F: -1 | G: 8 | H: 0
N#Cc1cc2c(N)c(C(=O)Nc3ccccc3)sc2nc1N
  A: . | B: 13 | C: . | D: -2 | E: -45 | F: . | G: . | H: -43
CC1CC(C)CN(C(=O)COC(=O)C2CCN(S(=O)(=O)c3ccc4c(c3)OCCO4)CC2)C1 (stereo unspecified)
  A: 17 | B: -5 | C: 3 | D: 1 | E: -27 | F: -9 | G: 1 | H: -1
Nc1c(C(=O)O)sc2nc3c(cc12)CCCC3
  A: -1 | B: -11 | C: -18 | D: 5 | E: -7 | F: -10 | G: -7 | H: 12
Nc1nnc(SCC(=O)Nc2sc3c(c2C(=O)c2ccccc2)CCCC3)s1
  A: 27 | B: -23 | C: 10 | D: 1 | E: -27 | F: -1 | G: 10 | H: 1
O=C(c1ccco1)N(Cc1ccc([N+](=O)[O-])cc1)c1ccc(Cl)cc1
  A: 26 | B: 1 | C: 14 | D: 18 | E: -5 | F: -7 | G: 11 | H: -3
Cc1ccnc(SCc2cn3c(C)cc(C)nc3n2)n1
  A: -3 | B: 11 | C: -14 | D: -4 | E: -12 | F: -3 | G: 1 | H: -6
CC(=O)N1CCN(S(=O)(=O)c2cccc(C(=O)Nc3ccc(OC(F)F)cc3)c2)CC1
  A: -5 | B: -3 | C: 7 | D: 2 | E: -16 | F: -11 | G: -6 | H: -17
O=C(O)C(Cc1ccccc1)Nc1ccc([N+](=O)[O-])cc1[N+](=O)[O-] (stereo unspecified)
  A: 0 | B: -15 | C: -5 | D: -16 | E: -8 | F: -4 | G: -10 | H: -31
CSc1ccc(/C=C2/C(=N)N3N=C(CC(=O)N4CCCC4)SC3=NC2=O)cc1
  A: 13 | B: -10 | C: -2 | D: -12 | E: -34 | F: -15 | G: 0 | H: -20
C[C@H]1O[C@@H](O[C@H]2CC[C@@]3(C)C(CC[C@]4(C)C3C=CC3=C5CC(C)(C)CC[C@]5(CO)[C@H](O)C[C@]34C)[C@]2(C)CO)[C@H](O)[C@@H](O[C@@H]2O[C@H](CO)[C@@H](O)[C@H](O)[C@H]2O)[C@H]1O (stereo partly specified)
  A: -1 | B: 29 | C: -1 | D: 3 | E: 1 | F: 7 | G: -4 | H: 8
O=C(CS(=O)(=O)c1cn(CC(=O)N2CCOCC2)c2ccccc12)NCc1ccccc1
  A: -9 | B: -1 | C: -6 | D: -5 | E: 14 | F: 8 | G: -6 | H: -11
O=[N+]([O-])c1ccc(NC(=S)N2CCc3ccccc32)cc1
  A: 23 | B: -8 | C: 8 | D: 0 | E: -33 | F: -14 | G: 10 | H: 5
O=C(Nc1cccc(C(F)(F)F)c1)Nc1ccon1
  A: -15 | B: 3 | C: -6 | D: -50 | E: -14 | F: -10 | G: -17 | H: -1
C=CCNC(=O)CSc1nc2sccc2c(=O)n1-c1ccccc1
  A: 16 | B: 0 | C: -7 | D: 5 | E: 9 | F: -10 | G: -15 | H: 18
COC(=O)c1c(NC(=O)c2ccccc2[N+](=O)[O-])sc2c1CC(C)(C)NC2(C)C
  A: 9 | B: -5 | C: -4 | D: -26 | E: -13 | F: 25 | G: -3 | H: -42
Cc1ccc(OCCC(=O)OCC(=O)Nc2cc(S(=O)(=O)N(C)C)ccc2C)cc1
  A: 1 | B: -2 | C: -2 | D: 18 | E: 19 | F: -2 | G: 4 | H: 5
CCOC(=O)C1=C(COC(=O)c2cccnc2SC)NC(=O)NC1C (stereo unspecified)
  A: -2 | B: 34 | C: -13 | D: -4 | E: 14 | F: -8 | G: 2 | H: -5
CC1CCN(c2ccc(-c3ccc(NC(=O)C(F)(F)F)cc3)nn2)CC1
  A: 0 | B: 0 | C: 7 | D: -1 | E: -158 | F: -42 | G: 3 | H: -99
Cc1cc(CCNC=O)c(C)c2c1sc1ccccc12
  A: -7 | B: . | C: -2 | D: . | E: . | F: -8 | G: -6 | H: .
CCS(=O)(=O)N1CCN(C(=O)c2cccs2)CC1
  A: -7 | B: 7 | C: -10 | D: 12 | E: 12 | F: 3 | G: -7 | H: 7
Cc1cc(C)cc(C(=O)NC(CC(N)=O)c2ccc(N3CCN(c4ccccc4)CC3)c([N+](=O)[O-])c2)c1 (stereo unspecified)
  A: 16 | B: -12 | C: 4 | D: -2 | E: 10 | F: -14 | G: -7 | H: 17

In the list so far, 5 contain a nitro group on carbon.
Short keys: A = CCR6 antag; B = UBC13 inh; C = EBI2 block; D = APJ antag; E = 697 NFkB inh; F = Gli-Sufu block; G = CXCR6 inh; H = Jurkat NFkB inh
O=C(c1ccco1)N(Cc1ccc([N+](=O)[O-])cc1)c1ccc(Cl)cc1
  A: 26 | B: 1 | C: 14 | D: 18 | E: -5 | F: -7 | G: 11 | H: -3
O=C(O)C(Cc1ccccc1)Nc1ccc([N+](=O)[O-])cc1[N+](=O)[O-] (stereo unspecified)
  A: 0 | B: -15 | C: -5 | D: -16 | E: -8 | F: -4 | G: -10 | H: -31
O=[N+]([O-])c1ccc(NC(=S)N2CCc3ccccc32)cc1
  A: 23 | B: -8 | C: 8 | D: 0 | E: -33 | F: -14 | G: 10 | H: 5
COC(=O)c1c(NC(=O)c2ccccc2[N+](=O)[O-])sc2c1CC(C)(C)NC2(C)C
  A: 9 | B: -5 | C: -4 | D: -26 | E: -13 | F: 25 | G: -3 | H: -42
Cc1cc(C)cc(C(=O)NC(CC(N)=O)c2ccc(N3CCN(c4ccccc4)CC3)c([N+](=O)[O-])c2)c1 (stereo unspecified)
  A: 16 | B: -12 | C: 4 | D: -2 | E: 10 | F: -14 | G: -7 | H: 17

(listing goes on)
Short keys: A = CCR6 antag; B = UBC13 inh; C = EBI2 block; D = APJ antag; E = 697 NFkB inh; F = Gli-Sufu block; G = CXCR6 inh; H = Jurkat NFkB inh
Fc1ccc(-c2n[nH]c(=S)n2CC2CCCO2)cc1 (stereo unspecified)
  A: 7 | B: 1 | C: 8 | D: 9 | E: 6 | F: -28 | G: -2 | H: 2
Cc1ccc(-c2csc3ncnc(N4CCN(C)CC4)c23)cc1C
  A: 16 | B: -1 | C: -2 | D: -1 | E: -22 | F: 18 | G: 10 | H: 6
CCc1ccc(NC(=O)CCCN2C(=S)NC(C)(C)CC2C)cc1 (stereo unspecified)
  A: 6 | B: 2 | C: 1 | D: 4 | E: -21 | F: -22 | G: 4 | H: -9
COc1ccc(S(=O)(=O)N(CC(=O)NCCSc2ccccn2)c2ccccc2)cc1
  A: 8 | B: 6 | C: 16 | D: 0 | E: -2 | F: 16 | G: 0 | H: 13
Cc1ccc(S(=O)(=O)NCC2CCC(C(=O)O)CC2)cc1 (stereo unspecified)
  A: 9 | B: 4 | C: -11 | D: -1 | E: 26 | F: -15 | G: -2 | H: 5
CCOC(=O)N1CCC(N2C(=O)c3ccccc3C2Nc2cc(OC)c(OC)c(OC)c2)CC1 (stereo unspecified)
  A: -3 | B: -1 | C: 6 | D: 6 | E: 16 | F: 10 | G: 2 | H: -10
CO/N=C(\C)c1ncc(C(F)(F)F)cc1N1CCOCC1
  A: 0 | B: 3 | C: 0 | D: -9 | E: 13 | F: 1 | G: 2 | H: -1
COc1ccccc1Nc1nc(N)nc(CSC(=S)N2CCCCC2C)n1 (stereo unspecified)
  A: -7 | B: 7 | C: 10 | D: -4 | E: -13 | F: 4 | G: -1 | H: -7
Cn1c(SC2CCCCC2=O)nnc1-c1ccncc1 (stereo unspecified)
  A: -18 | B: 3 | C: 1 | D: -19 | E: 18 | F: -1 | G: 2 | H: -4
C/C(=N\NC(=O)C1(C)CC1(Br)Br)c1ccc(C)cc1C (stereo unspecified)
  A: 15 | B: 3 | C: 4 | D: 9 | E: 0 | F: -5 | G: 2 | H: 1
O=C(Nc1cccc(S(=O)(=O)N2CCCC2)c1)c1ccc2c(c1)OCO2
  A: 5 | B: -6 | C: 1 | D: 3 | E: -27 | F: 0 | G: -2 | H: -5
COc1ccc(N2CCCCn3c2nc2c3c(=O)n(C)c(=O)n2C)cc1
  A: 4 | B: -20 | C: -5 | D: -15 | E: 3 | F: 5 | G: 1 | H: -19
CCn1c(O)c(C=Nc2ccccc2)sc1=O
  A: -3 | B: 8 | C: 4 | D: 8 | E: -1 | F: -21 | G: -4 | H: -20
O=C(Nc1cc2c3c(c1)CC(=O)N3CCC2)c1ccccc1Br
  A: 2 | B: 0 | C: 1 | D: 12 | E: -3 | F: -20 | G: -2 | H: -9
COc1ccc(Cl)cc1S(=O)(=O)NCCCn1ccnc1
  A: 10 | B: 3 | C: -5 | D: 3 | E: -9 | F: 9 | G: 0 | H: 0
Cc1ccc(NS(=O)(=O)c2cc([N+](=O)[O-])ccc2N/N=C/c2sc(N3CCOCC3)nc2-c2ccccc2)c(C)c1
  A: 60* | B: -204 | C: 5 | D: 68* | E: 13 | F: 7 | G: 49* | H: 6
COc1cc(CN2CCN(Cc3ccc(C)cc3)C(CCO)C2)ccc1O (stereo unspecified)
  A: 11 | B: 5 | C: 2 | D: 2 | E: 15 | F: 19 | G: -6 | H: 5
OC(COCc1ccccc1)CN1CCN(c2ccccc2F)CC1 (stereo unspecified)
  A: -3 | B: -5 | C: -1 | D: -20 | E: -35 | F: 7 | G: -2 | H: -11
S=C(NCC1COc2ccccc2O1)Nc1ccccc1 (stereo unspecified)
  A: 6 | B: 20 | C: 4 | D: -5 | E: -2 | F: -18 | G: -11 | H: 13
COc1cc2c(cc1OC)C(c1ccsc1)CC(=O)N2 (stereo unspecified)
  A: 4 | B: 7 | C: -8 | D: 16 | E: 22 | F: 2 | G: -3 | H: 1
COc1cc(NC(=O)c2ccccc2[N+](=O)[O-])ccc1NC(=O)c1cc2ccccc2o1
  A: 8 | B: -8 | C: -3 | D: 2 | E: -7 | F: -3 | G: -17 | H: -9
Cc1ccc(N2Cc3ccccc3C2=O)cc1
  A: 8 | B: 4 | C: 3 | D: 5 | E: -144 | F: -46 | G: 6 | H: -117
CCc1ccc(N(C(=O)c2ccco2)C(C(=O)NC2CCCC2)c2ccncc2)cc1 (stereo unspecified)
  A: 21 | B: 8 | C: -10 | D: 7 | E: -8 | F: -14 | G: 13 | H: -5
